# Source: PubChem BioAssay
# STK33 inh – human STK33 kinase inhibition; Q9BYT3; purified STK33, MBP phosphorylation, ADP-Glo luminescence; inhibition, % at 10 µM; 0.073% of 320,000 active; AID 2661;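 active = inhibition at or above 25%, using the most active replicate where run in duplicate; inactive = inhibition below 25%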
# Target sequence (Q9BYT3 whole entry, looked up): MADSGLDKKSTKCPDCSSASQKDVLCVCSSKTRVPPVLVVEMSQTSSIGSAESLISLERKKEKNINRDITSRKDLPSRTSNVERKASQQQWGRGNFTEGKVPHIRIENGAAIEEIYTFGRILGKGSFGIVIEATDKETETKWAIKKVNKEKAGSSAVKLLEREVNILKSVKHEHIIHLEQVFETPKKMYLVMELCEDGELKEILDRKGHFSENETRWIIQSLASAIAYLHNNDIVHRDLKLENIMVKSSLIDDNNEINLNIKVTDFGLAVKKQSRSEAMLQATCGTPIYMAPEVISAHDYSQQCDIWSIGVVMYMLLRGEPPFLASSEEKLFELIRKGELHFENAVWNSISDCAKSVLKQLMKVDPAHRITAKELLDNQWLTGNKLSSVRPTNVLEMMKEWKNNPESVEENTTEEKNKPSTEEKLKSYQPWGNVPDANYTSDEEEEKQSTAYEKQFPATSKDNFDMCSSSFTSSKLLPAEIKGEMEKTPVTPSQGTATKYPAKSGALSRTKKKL
# Kir21 block – blocks the mouse Kir2.1 inward-rectifier potassium channel; HEK293-Kir2.1, FluxOR thallium flux fluorescence; stronger effect = lower value; B-score at 10 µM; 0.85% of 310,000 active;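 active = fluorescence ratio B-score at or below minus 3 SD of library scores, with starting-brightness B-score within 2 SD, cut at about -4.2 in these data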;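 also: channel flux triggered by added potassium and thallium sulfate stimulus; B-score of peak minus minimum fluorescence over baseline after thallium stimulus; more negative B-score means stronger Kir2.1 block with less thallium influx; some compounds called inactive have numbers as strong as hits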
# Target sequence (P35561 whole entry, looked up): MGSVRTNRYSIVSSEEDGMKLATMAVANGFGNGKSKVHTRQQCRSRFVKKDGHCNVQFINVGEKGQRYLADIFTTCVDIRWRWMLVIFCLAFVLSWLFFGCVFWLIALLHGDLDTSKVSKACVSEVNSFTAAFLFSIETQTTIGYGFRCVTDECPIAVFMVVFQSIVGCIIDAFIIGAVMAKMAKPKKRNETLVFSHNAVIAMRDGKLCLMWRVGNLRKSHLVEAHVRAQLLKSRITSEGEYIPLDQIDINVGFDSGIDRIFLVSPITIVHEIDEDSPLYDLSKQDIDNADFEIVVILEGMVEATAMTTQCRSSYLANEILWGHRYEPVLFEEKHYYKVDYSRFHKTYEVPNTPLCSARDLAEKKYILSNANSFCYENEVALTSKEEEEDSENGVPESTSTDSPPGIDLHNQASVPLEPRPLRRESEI
# * hit, by the source's call; / = no result given. This is a random part of the collection. About 0.84% of those tested had a hit in this group.
STK33 inh	Kir21 block	mol
0.4	0	O=C(O)CCC(=O)N1N=C(c2cccs2)CC1c1cccc([N+](=O)[O-])c1 (stereo not given)
-1.5	0.66	CC(CP(=O)(O)O)NC(=O)Cc1ccccc1 (stereo not given)
-1.6	-1.8	O=C(Nc1ccc2c(c1)C(=O)NC2=O)c1cc(Cl)ccc1Cl
-0.3	-0.39	CCCn1c(=N)n(CC(=O)c2ccc(Cl)c(Cl)c2)c2ccccc21
0.5	1.5	COc1ccc(C2C(C#N)=C(N)N(Nc3ccccc3)C3=C2C(=O)CC(C)(C)C3)cc1C (stereo not given)
-1.4	1.1	COC(=O)N1C(=O)[C@](c2ccccc2)(C2CCCCC2)N1C(=O)OC
-1.0	-2.1	Cc1ccc(/C=N/n2nnnc2N)cc1[N+](=O)[O-]
-1.1	1.3	COCCNC(=S)N/N=C/c1ccc(OCc2ccc(C(=O)OC)cc2)c(OC)c1
-1.1	0	COC(=O)c1ccccc1NC(=O)Nc1cccnc1
-0.3	0.61	COc1ccc(C)cc1NC(=O)CN(c1ccccc1F)S(C)(=O)=O
-1.0	1.4	COc1cccc(NC(=O)C2CCN(S(=O)(=O)c3ccc4[nH]c(=O)oc4c3)CC2)c1
-0.8	0	O=C(NCc1ccc(Cl)cc1)C1CCN(S(=O)(=O)c2cccs2)CC1
-1.1	-0.74	Cc1onc(-c2ccccc2)c1C(=O)N1CCN(c2ccccn2)CC1
0.5	-0.38	CSc1nc(C)c(Cc2ccccc2)c(=O)[nH]1
0.3	-0.05	CSc1nsc(SC)c1NC(=O)OCc1ccccc1
-0.5	0.38	CCN1CCN(c2cc(C)c3cc(NC(=S)N4CCN(c5ccccc5)CC4)ccc3n2)CC1
2.5	-4.7*	COc1ccc(Nc2cc(C)c3ccc(O)cc3n2)cc1
-1.2	-0.99	COC(=O)CNC(=O)c1cn(CC(C)C)c(=O)c2cc(OC)c(OC)cc12
-1.6	-2.1	Cc1cccc(NS(=O)(=O)c2cc3c(cc2C)NC(=O)CO3)c1
-2.9	0.91	Cc1cc([N+](=O)[O-])nn1CC(=O)Nc1cc(F)ccc1F
0.5	/	Cc1ccc(S(=O)(=O)N2CCN(C(=O)Cn3c(=O)oc4ccccc43)CC2)c(C)c1
-1.8	1.3	CC(C)Nc1nnc(SC(C)C(=O)N(C)C2CCCCC2)s1 (stereo not given)
-2.4	-0.4	COc1c(Br)cc(Br)cc1C(=O)Nc1ccccc1N1CCCC1
1.7	0.03	Cc1ccc(CNC(=O)CC(C)S(=O)(=O)c2ccc3c(c2)NC(=O)C(C)S3)cc1 (stereo not given)
0.7	1.1	Cc1cc(Nc2cc(Cl)nc(Sc3ccc(NC(=O)C4CC4)cc3)n2)n[nH]1
-0.4	/	Cc1ccc(S(=O)(=O)N2CCOCC2)cc1NC(=O)CSc1nnnn1C1CCCC1
0.4	-0.11	Cc1ccccc1Cn1cc(NC(=O)COc2ccccc2)cn1
-0.8	0.67	Nc1cc(-c2cccc(Br)c2)nn1Cc1ccccc1
0.3	3	c1ccc(COc2ccc(OCCn3cncn3)cc2)cc1
-1.5	-2.1	Cc1cc(OCCSc2nnc(-c3cccs3)n2C)ccc1Cl
-1.4	3.1	O=C(Cn1nc(-c2ccccc2)c2ccccc2c1=O)Nc1cccc(O)c1
-0.4	-1	COc1ccc(CCCc2nnc(SCC(=O)Nc3ccccc3F)o2)cc1
-1.0	-0.01	CC(=O)N(Cc1ccccc1)c1ncc2c(n1)c(=O)c(C#N)c1ccccn12
-0.7	/	CC(OC(=O)C12CCC(=O)N1c1ccccc1S2)C(=O)Nc1cccc(Cl)c1 (stereo not given)
-0.1	/	Cn1c(=O)c2c(ncn2CC(=O)OCC(=O)Nc2cc(Cl)ccc2C#N)n(C)c1=O
-1.3	0.96	CC(C)(C)n1ncc2c(=O)n(CC(=O)NCCc3ccccc3)cnc21
-0.5	0.06	CC(=O)Nc1ccc(S(=O)(=O)NCc2cn3ccsc3n2)cc1
0.2	0.17	CN(C)Cc1nnnn1-c1cccc(-n2nnnc2CN(C)C)c1
-1.1	0.32	CC1CCN(C(c2cccs2)c2nnnn2Cc2ccccc2)CC1 (stereo not given)
-1.2	0.31	CC(=O)c1cnc(N2CCCCC2)nc1C
-2.5	0.12	Cc1ccc(S(=O)(=O)N2CCCC2C(=O)NCc2ccncc2)cc1 (stereo not given)
-0.5	-0.09	CCNC(=S)Nc1ccc(Cl)c(C(F)(F)F)c1
0.9	0.49	CCCn1c(N2CCC(Cc3ccccc3)CC2)nc2c1c(=O)[nH]c(=O)n2C
40*	2.8	COc1cc(/C=N/n2c(-c3n[nH]c4c3CCC4)n[nH]c2=S)ccc1O
0.2	1	O=C(Nc1nnc(-c2ccco2)o1)c1ccc([N+](=O)[O-])s1
-0.6	-3.6	Fc1ccccc1CSc1ncnc2sc3c(c12)CCCC3
-0.5	1.1	CCOc1ccccc1N(CC(=O)N1CCc2ccccc2C1)S(C)(=O)=O
-1.5	-1.1	CC(C)c1ccccc1NC(=O)c1cccnc1
0.2	1.5	Cc1ccc(C(=O)Nc2ncc3c(Cl)cccc3n2)cc1
2.2	-0.42	O=C(Nc1ncc(S(=O)(=O)c2ccc([N+](=O)[O-])cc2)s1)c1ccccc1F

# Next part, starting with the last 3 of the part before.
STK33 inh	Kir21 block	mol
-1.5	-1.1	CC(C)c1ccccc1NC(=O)c1cccnc1
0.2	1.5	Cc1ccc(C(=O)Nc2ncc3c(Cl)cccc3n2)cc1
2.2	-0.42	O=C(Nc1ncc(S(=O)(=O)c2ccc([N+](=O)[O-])cc2)s1)c1ccccc1F
-0.4	0.77	CCc1ccccc1NC(=S)NN
-0.7	-1.4	COc1cc(/C=N/NC(=O)CNS(=O)(=O)c2ccc(C)cc2)cc(OC)c1OC
-0.6	1.1	CCc1ccc(OCC(=O)NC(=S)Nc2ccc(C)cc2C)c(Br)c1
-1.5	0.36	Cc1ccc(-c2csc3ncn(CC(N)=O)c(=O)c23)cc1C
-1.0	-0.01	CCOC(=O)c1[nH]c(C)c(C(=O)NC(C)CC)c1C (stereo not given)
-1.7	-0.02	COC(=O)CCCC(=O)N1CCC(CCC(=O)NCc2ccc(F)cc2)CC1
0.6	0.09	Cc1c(C)c2c(OCC(=O)N3CCC(C(N)=O)CC3)cc3c(c2oc1=O)CCC(C)(C)O3
5.5	0.61	COc1ccccc1CNC(=O)C(=O)NCC1OCCN1S(=O)(=O)c1ccc(Br)cc1 (stereo not given)
0.3	1.4	O=C(CCn1c(=O)c2sccc2n(CC(=O)OCc2ccccc2)c1=O)NCc1ccco1
-0.6	-2.3	COc1cc(C=Nc2cccc(C)c2)c(O)c([N+](=O)[O-])c1
-0.9	-0.45	COc1ccc(CCN2CN(S(=O)(=O)c3ccc(OC)cc3)c3nc4ccccc4nc32)cc1
1.6	/	CC(OC(=O)c1ccc2c(c1)NC(=O)CS2)C(=O)c1ccc(F)cc1 (stereo not given)
0.0	0.04	O=C(NC1CCCCC1)C1COc2ccccc2O1 (stereo not given)
0.2	0.72	O=C(CN1C(=O)/C(=C/c2ccco2)SC1=S)NC1CCS(=O)(=O)C1 (stereo not given)
-1.6	0.57	COc1ccc(N2C(=O)CCC(C(=O)NCc3cccnc3)C2c2ccc(OC)c(OC)c2)cc1 (stereo not given)
1.0	/	COc1ccc(NC(=O)CN(c2ccccc2OC)S(=O)(=O)c2cccs2)cc1Cl
-2.6	1.5	CN(C)CCCN(C(=O)c1ccc(S(=O)(=O)N(C)Cc2ccccc2)cc1)c1nc2c(F)cccc2s1
-2.7	2.2	CCN(CC)c1ccc2cc(S(=O)(=O)c3ccc(C)cc3)c(=O)oc2c1
/	-2.2	Cc1cc2oc(=O)cc(CN3CCN(Cc4ccccc4)CC3)c2cc1C
1.0	-0.67	CCn1c(Cc2ccc(OC)cc2)nnc1SCC(=O)N1CCN(c2ccccc2)CC1
7.4	/	COC(=O)[C@@]1(Cc2ccc(F)cc2)[C@H]2c3cc(C(=O)N(C)C)n(Cc4c(CO)[nH]cc(C)c4=O)c3C[C@H]2CN1C(=O)c1ccccc1
-0.1	0.03	Cc1ccccc1-n1c(C)cc(/C=N/Nc2ccc([N+](=O)[O-])cn2)c1C
0.3	1.5	COc1ccc(C2CC(c3ccccc3)=NN2C(=O)COC(=O)C2(C)CC2(Cl)Cl)cc1 (stereo not given)
1.9	0.85	Cc1nnc(SCC(=O)N2CCc3ccccc32)s1
-1.1	-0.59	Cc1cc2ccccn2c1C(=O)c1ccncc1
0.6	-0.71	CN(CC(=O)Nc1ccccc1Br)C(=O)CNC(=O)Cc1cccc2ccccc12
1.5	0.51	Cc1cccc(OCC(=O)NCC(=O)N/N=C/c2c(C)[nH]c3ccccc23)c1
0.7	/	CC(C)(C)OC(=O)[C@H](Cc1ccccc1)NC(=O)c1nc[nH]c1C(=O)N1CCNCC1
-0.6	1.6	O=C(CCCOc1ccccc1)N1CCN(S(=O)(=O)c2cccs2)CC1
0.6	-2	CC(=O)Nc1ccc2sc(C)nc2c1
-0.7	0.25	N/C(=N\OC(=O)c1ccc2ccccc2c1)c1cccc([N+](=O)[O-])c1
-0.6	-1.2	Cc1c(Cl)cccc1NC(=O)CC(C(=O)O)C1CCCO1 (stereo not given)
0.3	-0.7	CCCN1CC23C=CC(O2)C(C(=O)O)C3C1=O (stereo not given)
0.4	0	NC(N)=N/N=C/c1ccc(OCc2ccccc2)c(OCc2ccccc2)c1
-2.2	0.21	Cc1nn(C)c(NC(=O)c2ccc(Cl)cc2Cl)c1Br
-3.3	1.5	O=C(Nc1cnn(C23CC4CC(CC(C4)C2)C3)c1)c1cc(-c2ccccc2)on1
-0.7	0.19	CCOC(=O)C(=CNc1ccc(C#N)cc1)C(=O)OCC
-1.1	/	NS(=O)(=O)c1cc2c(cc1Cl)NC(C1CC3C=CC1C3)NS2(=O)=O (stereo not given)
4.5	-1.7	CS(=O)(=O)c1ccc2nc(NC(=O)C3CC(=O)N(c4ccccc4)C3)sc2c1 (stereo not given)
0.0	0.22	NS(=O)(=O)c1ccc(NC(=S)NCC2CCCO2)cc1 (stereo not given)
1.2	0.12	CCCCc1nnc(NC(=O)c2oc3ccccc3c2C)s1
-1.8	-0.25	CC(=O)Nc1cccc(NC(=O)CSc2nnc3ccc(-c4ccccn4)nn23)c1
-0.5	0.71	O=C(CN1CCc2ccccc2C1)Nc1cc(S(=O)(=O)N2CCOCC2)ccc1N1CCOCC1
-0.2	0.18	Cc1cccc(N2CCN(C(=O)c3cc(S(=O)(=O)N4CCOCC4)cn3C)CC2C)c1 (stereo not given)
-2.4	-1.8	Cc1ccccc1CC1(CO)CCCN(Cc2nc(-c3cccs3)oc2C)C1 (stereo not given)
-1.4	0.91	Cc1cccc(NC(=O)c2nc[nH]c2C(=O)N[C@@H](Cc2ccccc2)C(=O)OCc2ccccc2)c1
-0.6	/	CC(OC(=O)c1cnc(Cl)c(Cl)c1)C(=O)NCc1ccccc1 (stereo not given)
0.6	1.7	O=C(CSc1nc2ccc(Cl)cc2[nH]1)N1CCN(C(=O)c2ccco2)CC1
-0.3	0.99	Cc1ccc(Cl)cc1NC(=O)CSc1sc2c(O)cc(=O)[nH]c2c1C#N
-1.6	-0.03	COc1cccc(N2CCN(C(=O)c3ccc(CS(=O)c4ccc(C)cc4)o3)CC2)c1 (stereo not given)

# Further entries follow.
STK33 inh	Kir21 block	mol
-2.0	-0.46	Cc1cccc(CC(=O)c2c[nH]c3ccccc23)c1
-1.0	-1.1	CN1CCN(C(=O)C2=C[C@H](c3ccc(Br)cc3)C[C@H](OCCCCO)O2)CC1
-0.2	3	COc1cc([N+](=O)[O-])cc2sc(NC(=O)C(C)(C)C)nc12
-4.1	-0.56	COc1ccc(C(C)=O)cc1COC(=O)c1cccc(N(C)C)c1
-2.9	-0.02	Cc1cc(NC(=O)CCC2COc3ccccc3O2)no1 (stereo not given)
0.0	-0.13	Cc1ccc2c(c1)N(CCCC(=O)NCc1ccc3c(c1)OCO3)C(=O)CO2
-2.0	-0.06	CCOC(=O)C1=C(C)N=C2SCCC(=O)N2[C@@H]1/C=C/c1ccccc1
-3.2	-0.03	COC(=O)C1=COC(C)C2CN3CCc4c([nH]c5ccccc45)C3CC12 (stereo not given)
0.2	/	COc1cc([C@@H]2CC=C(C(=O)O)[C@H](c3cccc(Cl)c3)N2S(=O)(=O)c2ccc(C)cc2)cc(OC)c1OC
-1.8	-0.31	Cc1ccc2nc(-c3ccc(NC(=O)c4ccco4)cc3)[nH]c2c1
0.4	-2.1	CCOc1ccc(CNc2ccc3c(c2)ncn3C(C)(C)C)cc1
2.0	-2.5	CC(C)OCCCNc1ncnc2c1[nH]c1ccc(F)cc12
-1.4	-1.2	CCOc1ccc(NC(=O)Nc2cc(C)ccc2OC)cc1
-1.8	0.35	COc1ccc(C2CC(=O)C3=C(C2)NC(C)=C(C#N)C3c2ccc(N(C)C)cc2)cc1 (stereo not given)
6.8	-0.49	CCCCC(C(=O)NC(C)(C)C)N(Cc1ccccc1)C(=O)c1snc(C(N)=O)c1N (stereo not given)

# Arranged by formula weight (rising): 6 of the compounds above
STK33 inh	Kir21 block	mol
-1.4	-1.2	CCOc1ccc(NC(=O)Nc2cc(C)ccc2OC)cc1
-0.2	3	COc1cc([N+](=O)[O-])cc2sc(NC(=O)C(C)(C)C)nc12
0.4	-2.1	CCOc1ccc(CNc2ccc3c(c2)ncn3C(C)(C)C)cc1
-3.2	-0.03	COC(=O)C1=COC(C)C2CN3CCc4c([nH]c5ccccc45)C3CC12 (stereo not given)
-1.8	0.35	COc1ccc(C2CC(=O)C3=C(C2)NC(C)=C(C#N)C3c2ccc(N(C)C)cc2)cc1 (stereo not given)
0.2	/	COc1cc([C@@H]2CC=C(C(=O)O)[C@H](c3cccc(Cl)c3)N2S(=O)(=O)c2ccc(C)cc2)cc(OC)c1OC
